Assay outcomes (PubChem BioAssay)
TDP1 cell noCPT = qHTS for Inhibitors of human tyrosyl-DNA phosphodiesterase 1 (TDP1): qHTS in cells in absence of CPT; DT40 Tdp1-/- hTDP1 cells, no CPT, ATP luminescence, 48 h; Potency, µM (titrated, usually from 46.2 µM), for the others: at the top dose activity change, negative = growth inhibition, usual class: inhibitors; actives 15% (n = 420,000); further: nearly all actives have a fitted effect of over 55% in size
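No-CPT arm: Tdp1-/-;hTDP1 DT40 cells (400/well) plus compounds, incubated ≥48 hr at 37 °C. Readout CellTiter-Glo luminescence.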
TDP1 cell CPT = growth inhibition of DT40 Tdp1-/-;hTDP1 cells with camptothecin (screen for TDP1 inhibitors); chicken DT40 Tdp1-/-;hTDP1 cells + 20 nM CPT, ATP luminescence, 48 h; Potency, µM (highest dose often 46.2 µM), for inactives: at the highest dose activity change, negative = growth inhibition, actives largely listed as inhibitors; actives 12% (n = 420,000); AID 686979; further: nearly all actives have a fitted effect of over 55% in size
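Chicken DT40 Tdp1-/- cells complemented with human TDP1, 400 cells/well, exposed to compounds plus 20 nM camptothecin for at least 48 h at 37 C; viability read as ATP content by CellTiter-Glo luminescence.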
TDP1 block = inhibitors of human tyrosyl-DNA phosphodiesterase TDP1; Q9NUW8; recombinant TDP1, AlphaScreen DNA substrate cleavage; Potency, µM (doses to about 130 µM), inactives show at the highest dose activity change, negative = inhibition, actives largely listed as inhibitors; actives 0.28% (n = 350,000); AID 485290; further: nearly all actives have a fitted effect of over 40% in size
Target sequence (Q9NUW8 whole entry, looked up): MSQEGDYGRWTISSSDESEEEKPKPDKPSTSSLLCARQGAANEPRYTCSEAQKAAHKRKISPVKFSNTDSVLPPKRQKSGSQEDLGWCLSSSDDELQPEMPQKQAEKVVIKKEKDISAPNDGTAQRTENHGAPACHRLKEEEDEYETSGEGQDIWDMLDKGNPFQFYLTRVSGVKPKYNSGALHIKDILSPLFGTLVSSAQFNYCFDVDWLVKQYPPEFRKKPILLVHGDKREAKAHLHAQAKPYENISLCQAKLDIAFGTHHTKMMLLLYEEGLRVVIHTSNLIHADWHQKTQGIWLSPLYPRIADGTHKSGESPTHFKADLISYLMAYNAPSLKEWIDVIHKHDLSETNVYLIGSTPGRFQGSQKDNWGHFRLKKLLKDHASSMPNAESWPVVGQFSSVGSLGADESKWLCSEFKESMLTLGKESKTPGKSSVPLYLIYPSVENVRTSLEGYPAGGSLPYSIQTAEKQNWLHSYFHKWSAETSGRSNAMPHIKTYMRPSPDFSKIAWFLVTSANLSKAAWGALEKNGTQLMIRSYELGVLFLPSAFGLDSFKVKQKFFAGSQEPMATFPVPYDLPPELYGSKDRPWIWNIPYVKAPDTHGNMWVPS
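E. coli-derived human Tdp1, 1 nM final. Cpd preinc 15 min RT; substrate 15 nM final, 5 min RT; AS bead mix 10 ug/ml final, 10 min RT. Signal loss = tyrosine-FITC cleavage. No-enzyme wells = max signal.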
* hit, by the source's call; ? = inconclusive; / = no result given; & = joins results of further samples; [ ] = dose if it differs, or a comment. The call rests on the fitted dose curve; in most records, active means well fitted curve in the direction sought with a large enough effect; inconclusive means small, poorly fitted or top-dose-only effect, or another doubt; inactive means no such curve, though single readings can be large; an effect the other way counts as inactive or inconclusive. On the % scale 0 is the no-effect control and ±100 the full control effect; potency means the concentration at half of the fitted maximal effect.

No.	molecule	TDP1 cell noCPT	TDP1 cell CPT	TDP1 block
1	NS(=O)(=O)c1ccc(-c2cccc(/C=C3\SC(=O)NC3=O)c2)cc1	?	?	/
2	COc1ccc(-c2csc(Nc3cccnc3)n2)cc1	-30%	-1%	-3%
3	Cc1[nH]nc2c1C1(CCN(C(=O)OCc3ccccc3)CC1)C(C#N)=C(N)O2	-6%	-4%	9%
4	CC1CN(Cc2c(O)ccc3c(=O)c(-c4ccccc4)coc23)CC(C)O1 (configuration not stated)	-30%	3%	0%
5	Cc1cccc(CSc2ncnc3nc[nH]c23)c1	-13%	-1%	3%
6	CCOC(=O)c1oc2cc(C)cc(O)c2c(=O)c1-c1csc(C)n1	-6%	-9%	-2%
7	COc1cc(C2CC(=O)N(CC(=O)NCC3CCCO3)c3ccccc3S2)cc(OC)c1OC (configuration not stated)	-29%	-7%	3%
8	Cc1cc(C(F)F)nn1CC(=O)NC1CCCC1	2%	18%	1%
9	CCc1ccc(C(=O)NC(C(=O)NCC2CCCO2)C(C)C)cc1 (configuration not stated)	?	19%	0%
10	O=C(CSc1ccc(Cl)cc1Cl)N1CCC(c2nc3ccccc3s2)CC1	?	-17%	2%
11	COc1ccccc1OCCc1nnc(N)s1	1%	-8%	2%
12	Cc1cc(C(=O)NNC(=O)c2ccc(F)cc2)c(C)s1	-4%	-6%	-1%
13	Cc1ccc2c(CN3CCN(S(=O)(=O)c4ccc(Cl)cc4)CC3)cc(=O)oc2c1C	16µM*	?	2%
14	COc1ccccc1N(C)S(=O)(=O)c1ccc(C(=O)NCc2ccccc2CN2CCCC2)cc1	?	?	/
15	Cc1ccc(C(=O)NCC(=O)OCC(=O)NC(C)c2ccccc2)s1 (configuration not stated)	-4%	-4%	3%
16	CC(=O)NCCNc1nc(-c2cccc(NS(C)(=O)=O)c2)nc2ccccc12	-26%	?	/
17	NC(=O)c1cc(-c2ccccc2)nc(N2CCCCCC2)n1	?	?	0%
18	COc1ccc(/C=N/NC(=O)c2nn(-c3ccccc3)c(=O)c3c(N)scc23)cc1	8.2µM*	10µM*	/
19	Cc1ccc(-c2nnn(CC(=O)N(CC3CCCO3)C(C(=O)NCC3CCCO3)c3ccc(F)cc3)n2)o1 (configuration not stated)	-16%	-5%	-2%
20	CCC(CC)C(=O)c1c[nH]c(C(=O)NN)c1	7%	-8%	3%
21	CCCC(=O)N1CCC1(C)C(=O)NS(=O)(=O)c1ccccc1 (configuration not stated)	-5%	-24%	/
22	Cc1ccc(S(=O)(=O)CCC(=O)N2CCN(c3ccccc3F)CC2)cc1	14%	-1%	-3%
23	O=S(=O)(O)c1cccnc1SCc1ccccc1	-4%	-14%	/
24	O=C(O)c1ccccc1OCC1CCCO1 (configuration not stated)	-9%	-20%	-4%
25	Cc1cc(Oc2cnn(C(C)(C)C)c(=O)c2Cl)cc(C(C)C)c1	?	?	-5%
26	CCOC(=O)C1(CCOc2ccccc2)CCN(Cc2cccc(OC)c2O)CC1	?	?	/
27	COc1ccc(N2Cc3cccc(C(=O)O)c3C2=O)cc1	-16%	-17%	8.9µM*
28	Cc1ccc(Nc2ncnc(Cl)c2N)cc1	-22%	-25%	/
29	Cc1cccc(C(=O)NC(=S)N2CCN(c3ccc([N+](=O)[O-])cc3)CC2)c1	16µM*	?	-2%
30	Cc1csc(NC(=O)c2cc(C)on2)n1	5%	2%	0%
31	Cc1cc2c(=O)n(C)c(SCC(=O)NCC3CCCO3)nc2s1 (configuration not stated)	-1%	6%	/
32	NC(=O)CSCc1cccc(Br)c1	-5%	-10%	0%[56.1 µM]
33	CCOC(=O)c1c(NC(=O)COc2ccccc2Br)sc2c1CCCCC2	?	?	1%[2.28 µM]
34	O=C(CNS(=O)(=O)c1ccccc1F)OCC(=O)c1c[nH]c2ccccc12	2%	5%	1%
35	COc1ccc(C2=Nc3ccccc3OC2)cc1	15µM*	26µM*	4%
36	CN(C)c1ccc(/C=N/NC(=O)CN(c2ccccc2Cl)S(C)(=O)=O)cc1Br	?	?	4%
37	Cc1cccc(Cn2c(SCc3ccc(C(=O)N4CCCCCC4)cc3)nc3ccncc32)c1	?	-122%	5%
38	O=[N+]([O-])c1cccc(-c2ccc(/C=N/n3c(-c4ccccc4)n[nH]c3=S)o2)c1	-1%	1%	11%
39	COC(=O)[C@@]1(Cc2ccccc2)[C@H]2C(=O)N(C)C(=O)[C@H]2[C@H]2CN=C(SC)N21	-3%	8%	1%[56.1 µM]
40	COc1ccccc1CCNC(=O)C(=O)c1cn(CC(=O)N2CCCC2)c2ccccc12	?	?	3%
41	O=C(Cc1ccccc1)NCCc1cccc(Cl)c1	-16%	-5%	-6%
42	Cc1nc2cc(Nc3nnc(-c4ccccc4)c4ccccc34)ccc2n1C	?	?	9%
43	Cc1ccc2nc(Nc3nc(-c4ccccc4)cc(=O)[nH]3)nc(C)c2c1	8.2µM*	13µM*	4%
44	Cc1cc(-c2cn3ccccc3n2)c(C)n1-c1ccccc1	16µM*	?	10%
45	O=C(Nc1nnc(COc2ccc(Cl)cc2)s1)c1ccco1	?	29µM*	79µM*
46	CCOc1ccccc1NC(=O)COc1cccnc1[N+](=O)[O-]	?	19%	1%
47	Cc1ccccc1NC(=O)NC1(C(=O)NCc2ccco2)CCCCC1	-5%	2%	10%
48	COc1ccccc1CN(C)C(=O)CN1CCN(C(=O)c2cccs2)CC1	?	?	1%
49	CC(=O)c1cc2c(cc1NS(=O)(=O)c1cccc(C(=O)O)c1)OCO2	7%	8%	6%
50	Cc1ccc(NC(=O)CCNC(=O)c2ccc(Cl)cc2)cc1C	8%	5%	/
51	Cc1nc(SCC(=O)OC(C)(C)C)c2c3c(sc2n1)CCCC3	?	-24%	0%[12.3 µM]
52	CCCCCC(=O)Nc1cccc(C2=NOC3(C2)C[C@H](C(N)=O)N(C(=O)c2ccccc2)C3)c1 (some centres not stated)	?	?	1%
53	COc1cc2c(cc1OC)CN(C(=O)CCC(=O)c1ccc(F)cc1)CC2	12µM*	18µM*	0%
54	COc1ccccc1CNc1nc(S(=O)(=O)c2ccccc2)c(Cl)s1	?	-2%	5%
55	CC(=O)NCCNc1ncnc2ccc(-c3ccccc3C#N)cc12	?	?	/
56	O=C(NC1CCCCC1)N1CCCC(c2nc(-c3cccs3)no2)C1 (configuration not stated)	?	?	-2%
57	Cc1cccc(CSc2nc3ccncc3n2CC(=O)N(C)C2CCCCC2)c1	?	?	-8%
58	CCc1cccc(NC(=O)CN(C)S(=O)(=O)c2ccc3[nH]c4c(c3c2)CCCC4)c1	?	?	4%
59	COCCC1CCCCN1Cc1cn(-c2ccccc2)nc1-c1ccc2c(c1)OCO2 (configuration not stated)	?	-27%	5%
60	N/N=C1\CCCc2nonc21	-9%	-3%	1%

(cont.)
No.	molecule	TDP1 cell noCPT	TDP1 cell CPT	TDP1 block
61	COc1ccc(NC(=S)NCCCN2CCCC2)cc1Cl	3%	21%	3%
62	CCOC(=O)c1c(-c2ccccc2Cl)cn2ccccc12	?	?	3%
63	CCOC(=O)C1CCCN(Cc2nc(Cc3cccc(F)c3)no2)C1 (configuration not stated)	?	-22%	7%
64	COc1ccc2c(c1)C(=O)/C(=C/C=C/c1ccccc1)CC2	-8%	-24%	7%[56.1 µM]
65	Cc1cccc(C)c1NC(=O)CCCSc1nnc(-c2ccco2)o1	?	?	-2%
66	N#Cc1ccccc1N1CCN(C(=O)c2ccc(NC(=O)c3ccc(Br)o3)cc2)CC1	?	?	/
67	Clc1ccc(CSc2cnnc3ccccc23)cc1Cl	?	?	/
68	COc1ccc(Cl)cc1NC(=O)C/C(C)=N/NC(=O)CCc1ccccc1	-21%	9%	5%[0.0935 µM]
69	Cc1cc(C)cc(NC(=O)C2(c3ccccc3)CC2(Cl)Cl)c1 (configuration not stated)	?	?	0%
70	O=C(NCCCN1CCN(c2cccc(Cl)c2)CC1)Nc1ccccc1C(F)(F)F	?	15µM*	-2%
71	CCOc1ccc(-c2cc(C(=O)NC3CCCCC3)[nH]n2)c(C)c1	-22%	-28%	/
72	Cc1cc(C)cc(NC(=O)c2ncn(-c3ccccc3)n2)c1	?	-21%	2%[12.3 µM]
73	O=C(c1ccccc1)c1ccc(OC(=O)C2CCCCC2)cc1	3%	0%	-11%
74	Cn1c(=NC(=O)c2ccc(F)cc2)sc2cc(Br)ccc21	-16%	-11%	2%
75	Cc1cc2ccccn2c1C(=O)c1ccc(S(=O)(=O)N(C)C)cc1	23µM*	18µM*	5%
76	Cc1ccc(S(=O)(=O)N2CCCCC2CCNC(=O)C(=O)NCc2ccncc2)cc1 (configuration not stated)	?	?	8%
77	Cc1sc2nc(CSC(C)C(=O)N3CCOCC3)[nH]c(=O)c2c1C (configuration not stated)	11%	22%	0%
78	O=C(CSc1nccn1-c1cccc(F)c1)NC1CCCC1	?	5%	2%
79	Fc1ccc(CNc2ncnc3cc(Cl)ccc23)cc1	?	?	/
80	O=C(NCc1ccccc1F)C(=O)NCC(c1ccc2c(c1)OCO2)N1CCOCC1 (configuration not stated)	-22%	-9%	3%
81	COc1ccc(C=Cc2ccc3ccccc3n2)c(OC)c1	23µM*	-28%	/
82	COC(=O)c1cc2occc2n1Cc1cccc(C)c1	?	?	2%&1%
83	COc1ccccc1CNC(=O)C1CCN(C(=O)[C@@H]2Cc3ccccc3CN2)CC1	5%	-4%	1%
84	Cc1noc(C)c1C(=O)Nc1ccc(S(=O)(=O)N2CCCCC2)cc1	?	?	1%

Some of the entries above in another layout.
79. Fc1ccc(CNc2ncnc3cc(Cl)ccc23)cc1
  TDP1 cell noCPT: ?
  TDP1 cell CPT: ?
  TDP1 block: /
73. O=C(c1ccccc1)c1ccc(OC(=O)C2CCCCC2)cc1
  TDP1 cell noCPT: 3%
  TDP1 cell CPT: 0%
  TDP1 block: -11%
76. Cc1ccc(S(=O)(=O)N2CCCCC2CCNC(=O)C(=O)NCc2ccncc2)cc1 (configuration not stated)
  TDP1 cell noCPT: ?
  TDP1 cell CPT: ?
  TDP1 block: 8%
81. COc1ccc(C=Cc2ccc3ccccc3n2)c(OC)c1
  TDP1 cell noCPT: 23µM*
  TDP1 cell CPT: -28%
  TDP1 block: /

(more compounds)
No.	molecule	TDP1 cell noCPT	TDP1 cell CPT	TDP1 block
85	O=S(=O)(Nc1nc2ccccc2[nH]1)c1ccccc1	-2%	-2%	8%
86	COc1ccccc1C/C(N)=N/OC(=O)COc1ccc(C)cc1	?	-15%	4%
87	O=C(O)COc1ccc(Br)cc1CP(=O)(c1ccccc1)c1ccccc1	13%	-15%	0%
88	OC(CN1CCCC1)c1ccccc1 (configuration not stated)	-28%	?	/
89	COc1ccc(S(=O)(=O)N2CCCCCC2)cc1C(=O)N1CCN(c2ccccc2C)CC1	21µM*	?	3%
90	Cc1nn2c(=O)cc(COC(=O)c3ccc(NC(=O)C4CCCCC4)cc3)nc2s1	9.2µM*	?	6%
91	CCC(=O)N1CCCC(C(=O)Nc2nc3ccccc3n2C)CC1 (configuration not stated)	-8%	11%	/
92	COc1cc(C(=O)Nc2cc(S(C)(=O)=O)ccc2Cl)ccc1OCC(=O)N1CCOCC1	-3%	-2%	0%
93	Cc1ccc(NC2c3ncccc3C(=O)N2Cc2cccs2)cc1 (configuration not stated)	-4%	10%	/
94	Cc1ccc(N(CC(=O)NCc2ccco2)C(=O)CNS(=O)(=O)c2ccccc2)c(C)c1	6%	1%	1%
95	COC(=O)c1ccccc1S(=O)(=O)N1CCC(C(=O)N2CCC2)CC1	16%	-2%	0%[56.1 µM]
96	COc1ccc(CCNC(=O)CCCNC(=O)Cn2cnc3sc(C)c(C)c3c2=O)cc1OC	12%	-24%	-2%
97	O=C(CCCn1ccc2cc(S(=O)(=O)N3CCCC3)ccc21)NCc1ccc(Cl)cc1	2.3µM*	4.6µM*	6%
98	O=C1CNC(=S)N1C1CCCCCC1	-7%	17%	12%
99	Cc1ccc(S(=O)(=O)N2C[C@H]3[C@H]4C(=O)N(C)C(=O)[C@H]4CC(=O)[C@H]3[C@@H]2c2ccccc2F)cc1	-3%	1%	/
100	COc1ccc(S(=O)(=O)N2CCCCC2)cc1NC(=O)CCc1cc(OC)c(OC)c(OC)c1	?	-23%	/
101	O=C(N/N=C/c1ccoc1)c1ccccc1O	3%	-2%	-12%

Rows were taken by chance; about 18% have a hit in one of these screens.
